LAP4 TOR yeast: modulators of LAP4-GFP expression in yeast, primary screen, S. cerevisiae, multiplex flow cytometry, MLPCN library; 3 h; median GFP as percent of DMSO wells; GFP response vs DMSO, % at 10 µM; 320,000 compounds, 0.34% hits;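 active = GFP response vs DMSO above a set limit, about the screen mean plus 3 SD, cut at about 150% in these data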
VLA-4 inh: inhibition in human VLA-4 binding assay, primary screen, VLA-4 allosteric modulator project, MLPCN library, flow cytometry, VLA-4 expressing cells; ligand binding flow cytometry; inhibition, % (about 7 µM as worked out from the volumes in the protocol); 330,000 compounds, 0.2% hits; in the data active = inhibition above about 50%
Target sequence (P13612 whole entry, looked up): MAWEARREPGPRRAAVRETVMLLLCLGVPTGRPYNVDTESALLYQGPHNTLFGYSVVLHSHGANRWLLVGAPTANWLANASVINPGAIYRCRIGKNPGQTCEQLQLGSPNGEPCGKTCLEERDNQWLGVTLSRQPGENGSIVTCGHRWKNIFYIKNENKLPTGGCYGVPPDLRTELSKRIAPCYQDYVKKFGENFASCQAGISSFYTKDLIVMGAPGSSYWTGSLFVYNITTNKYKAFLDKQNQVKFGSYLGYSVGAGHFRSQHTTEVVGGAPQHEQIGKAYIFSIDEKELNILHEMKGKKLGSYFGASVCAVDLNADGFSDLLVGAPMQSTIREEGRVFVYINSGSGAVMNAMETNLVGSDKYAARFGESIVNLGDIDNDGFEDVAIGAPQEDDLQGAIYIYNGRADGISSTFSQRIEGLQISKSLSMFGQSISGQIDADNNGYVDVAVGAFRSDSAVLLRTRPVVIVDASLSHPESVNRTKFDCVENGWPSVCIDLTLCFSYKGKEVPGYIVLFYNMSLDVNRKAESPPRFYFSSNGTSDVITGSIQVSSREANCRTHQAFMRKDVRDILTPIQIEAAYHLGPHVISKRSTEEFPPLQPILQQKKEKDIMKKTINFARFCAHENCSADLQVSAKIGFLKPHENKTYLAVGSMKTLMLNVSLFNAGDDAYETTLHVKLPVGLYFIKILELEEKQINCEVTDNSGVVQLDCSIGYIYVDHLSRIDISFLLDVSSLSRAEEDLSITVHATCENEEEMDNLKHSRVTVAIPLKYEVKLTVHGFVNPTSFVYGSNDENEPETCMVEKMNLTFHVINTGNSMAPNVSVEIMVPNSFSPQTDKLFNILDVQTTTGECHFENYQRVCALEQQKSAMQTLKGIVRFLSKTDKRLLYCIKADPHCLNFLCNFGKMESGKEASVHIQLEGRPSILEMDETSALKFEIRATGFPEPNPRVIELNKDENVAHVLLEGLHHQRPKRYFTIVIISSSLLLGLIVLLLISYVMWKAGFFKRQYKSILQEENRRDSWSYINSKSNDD
AGP1 TOR yeast: modulators of AGP1-GFP expression in yeast TOR pathway, primary screen, cell-based, multiplex flow cytometry, S. cerevisiae, MLPCN library. 3 h; GFP as percent of DMSO wells. GFP response vs DMSO, % at 10 µM. 320,000 compounds, 0.02% hits. AID 2066, 2009;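 active = GFP response relative to DMSO above a set limit, near screen average plus 3 SD, cut at about 150% in these data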;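 also: median GFP channel fluorescence of the gated AGP1 strain per well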
CIT2 TOR yeast: modulators of CIT2-GFP expression in yeast, primary screen, S. cerevisiae, GFP fusion, multiplex flow cytometry, MLPCN library | S. cerevisiae CIT2-GFP strain, 3 h; 100 means same as DMSO wells | GFP response vs DMSO, % at 10 µM | 320,000 compounds, 0.065% hits | AID 2029, 2009;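 active = GFP response relative to DMSO above a set limit, near the screen mean plus 3 SD, cut at about 150% in these data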;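 also: ratio of well median GFP fluorescence to mean of DMSO wells on the plate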
GRK2 inh: compounds blocking aptamer binding on GRK2 – biochemical, human GRK2, bead flow cytometry, HTS, primary screen | Beta-adrenergic receptor kinase 1 (Homo sapiens), P25098 | FAM-aptamer displacement from GRK2 | inhibition of aptamer binding, % at 10 µM | 330,000 compounds, 0.59% hits | AID 488847, 2010;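 active = inhibition of aptamer binding above 40%, roughly 3 SD of noise, on plates passing a quality check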;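 also: median bead fluorescence of bound FAM aptamer so fluorescent compounds give negative values; no value below 0 was filed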
RPL19A TOR yeast: RPL19A-GFP expression modulators in yeast, primary screen, cell-based, S. cerevisiae, multiplex flow cytometry, MLPCN; S. cerevisiae RPL19A-GFP strain, 3 h; hits give low values; percent response vs DMSO, % at 10 µM; 330,000 compounds, 0.3% hits;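 active = percent response vs DMSO below 50%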;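 also: median channel GFP fluorescence of the barcoded RPL19A-GFP strain; ratio of sample median GFP to plate DMSO average so 100% = DMSO; lower means less RPL19A-GFP as with rapamycin TOR inhibition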
CR mimetic SO: reduction of superoxide in aged yeast, primary screen, HTS; 330,000 compounds, 0.18% hits; superoxide response (% of plate mean), % at 10 µM; S. cerevisiae aged cells, superoxide DHE fluorescence; hits give low values;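 active = superoxide response under a set limit, about three screen SD below normal, cut at about 65% in these data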;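 also: yeast aged for seven days with compound at 30 °C before DHE staining; 100% = average MFI of all compound-treated wells on the plate with controls excluded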
MEP2 TOR yeast: modulators of MEP2-GFP levels in yeast, primary screen, S. cerevisiae, multiplex flow cytometry, MLPCN library; S. cerevisiae MEP2-GFP strain, 3 h; 100% = DMSO control level; GFP response vs DMSO, % at 10 µM; 330,000 compounds, 0.51% hits;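 active = GFP response versus DMSO above a set limit, roughly screen mean plus 3 SD, cut at about 180% in these data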;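 also: median GFP fluorescence of the barcode-gated MEP2-GFP cells per well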
The depositor's hits bear a star; . = not tested or not shown.

SMILES	LAP4 TOR yeast	VLA-4 inh	AGP1 TOR yeast	CIT2 TOR yeast	GRK2 inh	RPL19A TOR yeast	CR mimetic SO	MEP2 TOR yeast
O=C(COC(=O)C1CCC(=O)N1)Nc1ccccc1OC(F)F (stereo unspecified)	95.9	12.0	100.8	100.4	0.0	101.8	100.5	101.5
CC(=O)Nc1ccc(NC(=O)CN2CCN(c3cccc(C(F)(F)F)c3)CC2)cc1	99.6	3.1	98.9	97.3	0.0	99.7	112.0	102.8
O=C(CN1C(=O)COc2ccc(Cl)cc21)N1CCc2ccccc21	88.4	3.0	88.4	90.5	1.0	87.0	104.9	95.5
COCCN(C(=O)COC(=O)/C=C/c1ccc(OC)c(OC)c1)c1c(N)n(Cc2ccccc2)c(=O)[nH]c1=O	109.9	6.7	102.9	106.7	4.0	104.7	108.0	105.0
CC(C)c1cc(CNC(=O)CCc2nnc(CCCc3ccccc3)o2)on1	94.0	10.6	98.5	101.5	0.0	103.1	76.2	104.4
Cc1cccc2sc(NC(=O)C3CCN(C(=O)c4ccco4)CC3)nc12	89.0	5.6	92.3	92.7	1.0	95.0	86.5	94.2
COCCCNc1nc2ccccc2nc1NS(=O)(=O)c1cccc(C)c1	97.4	-1.6	94.2	96.8	2.0	101.3	96.4	112.8
O=C(CCNC(=O)c1ccc(Cl)cc1)Nc1cccc(S(=O)(=O)N2CCCCCC2)c1	93.3	2.5	95.9	80.5	0.0	92.5	97.5	98.0
Cc1cc(C)cc(N=C2SC(CC(=O)Nc3ccccc3)C(=O)N2CCN2CCOCC2)c1 (stereo unspecified)	107.9	0.3	110.2	110.2	0.0	103.1	90.5	105.7
CCN(CC)C(=O)C1CCN(S(=O)(=O)c2cccc3nonc23)CC1	98.0	11.7	99.0	95.3	4.0	98.8	100.5	103.5
COCCCNC(=O)c1ccc2c(c1)CCN2S(C)(=O)=O	94.1	18.1	94.9	98.0	1.0	94.7	84.5	99.4
Cc1cc(C)n2nc(C(=O)OCC(=O)Nc3cc(Cl)ccc3C)nc2n1	94.0	1.9	94.5	88.3	0.0	94.9	137.0	92.1

3 entries out of the list, sorted by length of the SMILES, falling:
SMILES	LAP4 TOR yeast	VLA-4 inh	AGP1 TOR yeast	CIT2 TOR yeast	GRK2 inh	RPL19A TOR yeast	CR mimetic SO	MEP2 TOR yeast
COCCN(C(=O)COC(=O)/C=C/c1ccc(OC)c(OC)c1)c1c(N)n(Cc2ccccc2)c(=O)[nH]c1=O	109.9	6.7	102.9	106.7	4.0	104.7	108.0	105.0
O=C(CCNC(=O)c1ccc(Cl)cc1)Nc1cccc(S(=O)(=O)N2CCCCCC2)c1	93.3	2.5	95.9	80.5	0.0	92.5	97.5	98.0
CC(=O)Nc1ccc(NC(=O)CN2CCN(c3cccc(C(F)(F)F)c3)CC2)cc1	99.6	3.1	98.9	97.3	0.0	99.7	112.0	102.8

Next part:
SMILES	LAP4 TOR yeast	VLA-4 inh	AGP1 TOR yeast	CIT2 TOR yeast	GRK2 inh	RPL19A TOR yeast	CR mimetic SO	MEP2 TOR yeast
CCn1c(SCC(=O)c2c[nH]c3ccccc23)nc2cc(S(=O)(=O)N3CCOCC3)ccc21	104.6	-72.5	105.1	98.6	8.0	99.9	118.9	110.4
Cn1nc(CC(=O)NCc2ccc(C(F)(F)F)cc2)c2ccccc2c1=O	101.8	22.2	106.5	106.4	1.0	103.8	105.0	100.2
COc1ccc2oc(C)c(C(=O)c3ccc(C)cc3)c2c1	92.9	1.2	94.6	93.5	0.0	102.7	95.7	103.6
Cn1cnc2cc(NCc3ccccc3Cl)ccc21	89.0	6.4	90.8	92.3	3.0	107.7	99.0	111.5
CCCCCN=Cc1c(C)[nH]n(-c2nc3ccccc3s2)c1=O	104.1	3.6	95.4	95.5	1.0	99.3	104.1	108.0
CC(C)NC(=O)COc1ccc(Cl)cc1Cl	106.1	15.7	99.9	95.3	4.0	96.9	109.7	96.6
O=C(Nc1ccnn1C1CCN(CCCc2ccccc2)CC1)c1ccccc1	92.8	10.8	94.6	89.7	0.0	95.8	90.1	97.0
COc1ccccc1C(=O)NCC(=O)N/N=C/c1cn[nH]c1-c1ccccc1	93.0	1.8	78.3	83.6	0.0	99.8	91.0	94.2
COCCCNC(=O)COC(=O)c1ccc(-c2nc3ccccc3s2)s1	98.3	-6.0	96.2	92.7	0.0	101.8	126.2	102.9
CCN(CC(=O)NC1CCS(=O)(=O)C1)S(=O)(=O)c1ccc(Cl)cc1C(F)(F)F (stereo unspecified)	103.2	-0.1	108.0	105.0	2.0	97.0	96.1	95.4
CC(C)(C)OC(=O)N[C@H](/C=C/c1ccccc1)C(=O)OC(C)(C)C	99.3	25.3	90.2	93.3	1.0	94.8	99.6	90.7
COc1ccc(C(C)=O)cc1CSc1nnc(-c2ccncc2)o1	106.2	-12.3	94.0	98.3	0.0	104.8	112.4	121.9
O=C(Nc1ccc(Br)cc1)C1OCCc2ccccc21 (stereo unspecified)	107.3	7.9	95.8	89.3	0.0	96.8	99.2	97.1
Cc1ccc(NC(=O)c2cc(N3CCOCC3)nc3ccccc23)cc1	100.5	-2.6	96.0	94.6	2.0	97.1	108.7	93.7
COCCNC(=S)N/N=C(\C)c1ccccc1OC	84.1	37.0	90.5	92.8	0.0	99.4	97.7	102.8
COC(=O)[C@H](C)[C@H]1C[C@]1(C)[C@H](NC(=O)OCc1ccccc1)c1ccccc1	108.3	17.9	95.2	111.9	2.0	108.6	92.2	92.5
Cc1nn(Cc2ccccc2Cl)c2sc(C(=O)NCCCn3ccnc3)cc12	91.7	7.8	104.8	.	11.0	98.3	107.3	102.1
CN(CC(=O)NCCc1ccccc1)S(=O)(=O)c1ccc(Br)cc1	98.0	-6.6	99.4	96.2	12.0	96.7	115.5	95.4
C#CCOCCOCCOCCNc1nc(N2CCN(C(=O)[C@H](CCCCN)n3cc(CC(C)O)nn3)CC2)nc(N2CCN(C(=O)[C@H](CCCCN)n3cc(CC(C)O)nn3)CC2)n1 (stereo partly specified)	92.1	43.6	99.0	100.8	0.0	95.0	96.3	100.5
CCCc1cc(=O)[nH]c(SCC(=O)CSc2nc(CCC)cc(=O)[nH]2)n1	92.2	2.7	97.0	97.4	0.0	94.2	81.5	91.3
O=C(OCCN1C(=O)c2ccccc2C1=O)Oc1ccccc1	102.3	3.0	96.0	92.7	3.0	98.1	100.2	97.3
CC(C)CN(C(=O)c1cc(Cl)nc2ccccc12)c1c(N)n(Cc2ccccc2)c(=O)[nH]c1=O	107.0	-8.4	105.8	104.4	3.0	100.1	88.9	102.7
NC(=O)CC(NC(=O)c1ccccc1)c1ccc(NCc2ccc(F)cc2)c([N+](=O)[O-])c1 (stereo unspecified)	123.4	-3.3	89.4	92.1	0.0	95.0	96.3	88.0
O=C(c1ccccc1)c1ccc(OCC(O)CNCc2cccc(Cl)c2)cc1 (stereo unspecified)	94.2	5.3	94.6	93.5	0.0	102.0	105.5	97.7
O=C(CN1CCN(c2ccccn2)CC1)Nc1ccccc1	99.1	8.0	105.1	103.7	0.0	102.2	109.0	98.2
Cc1ccc(S(=O)(=O)N2CCN(C(=O)COC(=O)c3oc4ccccc4c3C)CC2)cc1	100.3	4.2	104.2	102.9	2.0	99.4	91.4	91.6
CC(=O)c1ccc(NC(=O)C(C)OC(=O)c2ccc(Br)o2)cc1 (stereo unspecified)	102.7	0.0	104.6	101.8	0.0	100.2	88.8	104.5
CCN(CC)S(=O)(=O)c1ccc(N2CCOCC2)c(NC(=O)c2ccc(F)cc2)c1	103.6	-6.0	103.4	104.0	0.0	99.6	95.5	107.3
COC(=O)c1ccccc1NC(=O)CCNC(=O)Cn1cnc2ccccc2c1=O	104.6	-1.1	103.8	91.2	0.0	103.9	108.9	99.8
CCC(CO)n1cnnc1-c1ccncc1 (stereo unspecified)	100.2	8.0	100.8	92.0	0.0	97.5	108.2	100.3
C[C@H](CO)N1C[C@H](C)[C@@H](CN(C)Cc2ccc(C(=O)O)cc2)Oc2ccc(NS(=O)(=O)c3cn(C)cn3)cc2C1=O	92.6	8.0	103.4	97.1	0.0	97.6	90.2	99.1
O=C1[C@@H]2Cc3c([nH]c4ccccc34)C(c3ccc(Cl)cc3)N2C(=O)CN1CCO (stereo partly specified)	86.5	19.9	95.4	108.9	1.0	101.9	101.4	110.0
O=C1Oc2ccccc2C(=O)/C1=C\N1CCN(c2ccccc2)CC1	110.3	0.3	101.1	100.9	5.0	101.5	116.5	107.5
COc1ccccc1NC(=O)CCN1C(=O)c2ccccc2C1=O	103.0	-0.6	105.6	96.2	5.0	99.7	85.4	99.8
COc1ccc(S(=O)(=O)/N=C2/NC(=O)/C(=C\c3ccco3)S2)cc1	92.2	4.3	93.4	100.2	7.0	101.6	105.4	102.8
C=CCOCC(O)Cn1c(N2CCCC2)nc2c1c(=O)[nH]c(=O)n2C (stereo unspecified)	91.8	1.8	98.4	102.3	1.0	101.1	103.2	108.5
CCOC(=O)C1(Cc2cccc(OC)c2)CCN(C/C=C/c2ccc(OC)cc2)CC1	97.1	-8.6	95.9	97.8	2.0	90.4	99.7	96.9
CCOc1ccc(NC(=O)[C@H](Cc2ccccc2)NC(=O)C2CCNCC2)cc1	94.9	27.6	104.0	109.5	0.0	98.8	88.0	100.4
COC(=O)c1nccc2c1[nH]c1ccccc12	103.8	0.0	67.4	95.0	0.0	92.5	102.6	115.2
CS(=O)(=O)N(CC(=O)NCCSC1CCCCC1)c1cccc(F)c1	93.2	19.6	99.3	99.8	0.0	103.0	96.1	103.8
Cc1nc(-n2nnc(CO)c2CO)nc2c1CCC2	102.0	0.0	101.3	99.1	0.0	99.9	96.7	96.7
COc1cc(NC(=O)CCNC(=O)Cn2cnc3ccccc3c2=O)cc(OC)c1OC	94.6	11.8	93.2	91.1	0.0	93.0	108.4	93.9
O=C(Nc1sc2c(c1C(=O)O)CCC2)c1cccs1	108.2	-4.1	109.1	104.1	2.0	107.6	126.8	110.6
CCN(CC(=O)Nc1ccccc1C(F)(F)F)C(=O)C1CSC2(C)CCC(=O)N12 (stereo unspecified)	102.6	3.1	104.8	99.9	0.0	99.1	86.9	112.0
CN(Cc1nc2ccccc2c(=O)[nH]1)C(=O)c1cccc(NC(=O)c2cccs2)c1	97.3	17.1	101.3	106.4	0.0	99.0	92.4	106.7
COc1ccccc1-n1cc(C(=O)N2CCCC(CO)(Cc3ccccc3C)C2)cn1 (stereo unspecified)	126.2	-0.9	91.1	.	0.0	86.1	98.3	93.4
Cc1ccc(C)c(-n2c(C)cc(/C=N/NC(=O)c3c(C)nc4cc(C)ccn34)c2C)c1	95.8	15.3	98.7	93.6	0.0	101.5	102.0	98.5
O=C1NC(=O)C(c2cccs2)(c2cccs2)N1	89.0	-0.3	100.2	92.0	4.0	103.6	89.8	93.3
CCc1nc(C)ccc1OCC(=O)NCCCN(C)C	101.9	2.3	101.1	102.8	5.0	102.5	96.5	98.0
CCN(CC)C(=O)C(=O)c1cn(CC(=O)NCc2ccc3c(c2)OCO3)c2ccccc12	92.0	3.7	93.9	93.9	1.0	93.9	110.8	97.7

Assay outcomes (PubChem)
